Bioassay records (PubChem)
p-CIP stab down: p/CIP-EGFP fusion destabilizers, primary screen, fluorescence, F442A cells | 16 h | 290,000 tested, 0.01% active | Q05BA5 | decrease of EGFP signal, % at 10 µM;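 active = EGFP signal decrease of at least 30% at 10 µM or well 3 SD below plate mean, unless failing retest; inactive = the rest, including hits failing retest or dose response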; also: some compounds called inactive have numbers as strong as hits; many of its hits are not listed in these tables
Target sequence (Q05BA5 1-1403): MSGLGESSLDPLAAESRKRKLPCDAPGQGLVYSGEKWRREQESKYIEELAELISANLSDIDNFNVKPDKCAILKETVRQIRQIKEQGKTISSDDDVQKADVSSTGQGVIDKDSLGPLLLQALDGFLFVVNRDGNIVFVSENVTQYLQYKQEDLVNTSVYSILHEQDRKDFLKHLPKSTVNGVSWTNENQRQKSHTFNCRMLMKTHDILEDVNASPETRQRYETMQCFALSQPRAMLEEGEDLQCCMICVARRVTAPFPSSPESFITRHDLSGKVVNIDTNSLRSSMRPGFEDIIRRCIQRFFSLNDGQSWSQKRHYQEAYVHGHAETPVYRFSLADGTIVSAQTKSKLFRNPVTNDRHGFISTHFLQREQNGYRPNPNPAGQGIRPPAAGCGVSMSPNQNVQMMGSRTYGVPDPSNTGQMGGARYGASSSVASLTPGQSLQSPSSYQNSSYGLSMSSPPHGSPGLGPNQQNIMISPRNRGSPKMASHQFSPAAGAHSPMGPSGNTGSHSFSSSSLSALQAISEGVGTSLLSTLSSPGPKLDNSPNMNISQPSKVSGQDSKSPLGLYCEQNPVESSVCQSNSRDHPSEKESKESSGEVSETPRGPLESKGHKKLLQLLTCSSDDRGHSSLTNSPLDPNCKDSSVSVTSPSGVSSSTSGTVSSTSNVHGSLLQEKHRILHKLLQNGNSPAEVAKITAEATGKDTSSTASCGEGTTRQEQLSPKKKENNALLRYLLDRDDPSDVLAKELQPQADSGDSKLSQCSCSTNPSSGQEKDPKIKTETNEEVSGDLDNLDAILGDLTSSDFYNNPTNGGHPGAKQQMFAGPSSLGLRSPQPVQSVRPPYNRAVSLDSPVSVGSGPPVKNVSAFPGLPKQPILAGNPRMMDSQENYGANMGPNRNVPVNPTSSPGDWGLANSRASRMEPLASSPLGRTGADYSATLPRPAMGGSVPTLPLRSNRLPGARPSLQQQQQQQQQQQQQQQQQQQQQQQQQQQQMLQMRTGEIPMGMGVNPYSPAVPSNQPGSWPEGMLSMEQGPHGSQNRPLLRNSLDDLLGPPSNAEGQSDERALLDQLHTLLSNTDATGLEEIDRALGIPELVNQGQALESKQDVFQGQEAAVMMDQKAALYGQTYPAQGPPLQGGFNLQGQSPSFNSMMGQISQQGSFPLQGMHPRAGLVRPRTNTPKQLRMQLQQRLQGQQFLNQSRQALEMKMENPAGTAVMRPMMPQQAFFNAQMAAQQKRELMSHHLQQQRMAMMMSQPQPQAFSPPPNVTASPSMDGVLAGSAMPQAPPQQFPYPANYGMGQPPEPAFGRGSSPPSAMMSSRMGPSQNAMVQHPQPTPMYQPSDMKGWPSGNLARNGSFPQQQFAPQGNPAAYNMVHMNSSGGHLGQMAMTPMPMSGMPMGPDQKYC
GPR7 antag: GPR7 receptor antagonists, primary screen, cell-based, fluorescence, single concentration; Neuropeptides B/W receptor type 1 (Homo sapiens), P48145; GPR7-expressing cells, fluorescence antagonist assay; inhibition, % at 4.4 µM; 290,000 tested, 1.1% active; AID 1861, 2009; in the data active = inhibition above about 16%, passing the limit was not always enough;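 also: cells stimulated with the agonist NPW; 0% = agonist with vehicle and 100% = vehicle without agonist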
PHOSPHO1 inh: PubChem AID 1565; Phosphoethanolamine/phosphocholine phosphatase (Homo sapiens), Q8TCT1; recombinant PHOSPHO1, absorbance phosphatase assay; inhibition, % at 13.3 µM; 290,000 tested, 1.1% active; in the data active = inhibition above about 60%
IDE cell inh: human IDE inhibitors in live cells, primary screen, fluorescence polarization, HEK cells, FAbetaB substrate; inhibition, % at 5.59 µM; FAbetaB cleavage; 320,000 tested, 0.41% active; Insulin-degrading enzyme (Homo sapiens), P14735;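 active = percent inhibition above the average of all tested compounds plus 3 SD, set per screening campaign, cut at about 16% in these data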;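 also: IDE supplied by intact live HEK cells; FP after avidin binding of uncleaved biotin substrate so inhibition keeps polarization high; 0% = DMSO wells and 100% = 60 µM reference IDE inhibitor Ii1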
IMP-1 inhibitor: IMP-1 metallo-beta-lactamase inhibitors, primary screen, biochemical, epi-absorbance readout, Pseudomonas aeruginosa enzyme; AID 1556, 2009; purified IMP-1, nitrocefin hydrolysis, epi-absorbance fluorescence; metallo-beta-lactamase IMP-1 (Pseudomonas aeruginosa); 290,000 tested, 0.45% active; inhibition, % at 5.6 µM;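 active = inhibition above the mean plus 3 SD of all compounds in the same screening run, cut at about 4.5% in these data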;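 also: 0% = IMP-1 with DMSO and 100% = DMSO wells lacking enzyme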
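System: purified recombinant IMP-1 beta-lactamase. Medium: Zinc- and detergent-supplemented HEPES buffer, pH 7.1. Compound: one 5.6 µM dose […]. Schedule: 15 min preincubation plus 25 min reaction at 25 °C. Technique: Epi-absorbance fluorescence, 480 nm excitation, 530 nm emission.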
VIM-2 inhibitor: VIM-2 metallo-beta-lactamase inhibitors, primary screen, biochemical, epi-absorbance readout, Pseudomonas aeruginosa enzyme; purified VIM-2, nitrocefin hydrolysis, epi-absorbance fluorescence; inhibition, % at 5.6 µM; 290,000 tested, 0.89% active; AID 1527, 2009;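 active = inhibition above the mean of all tested compounds plus 3 SD, cutoff set per screening run, cut at about 7.5% in these data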;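 also: red hydrolysis product quenches plate fluorescence so inhibitors raise well fluorescence; 0% = enzyme with DMSO and 100% = DMSO without enzyme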
M18AAP inhibitor: PfM18AAP inhibitors, malaria aminopeptidase, primary screen, biochemical, QFRET, recombinant enzyme. M18 aspartyl aminopeptidase (Plasmodium falciparum 3D7). H-Glu-NHMec fluorogenic cleavage. inhibition, % at 7.35 µM. 290,000 tested, 1.2% active. AID 1822, 2009;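 active = inhibition above the campaign mean inhibition over all tested compounds plus 3 SD, cut at about 28% in these data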;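 also: 0% = plate median of test compound wells and 100% = 2 mM ZnCl2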
IDE cell activ: human IDE activators in live cells, primary screen, fluorescence polarization, HEK cells, FAbeta-B substrate. Insulin-degrading enzyme (Homo sapiens), P14735. FAbeta-B cleavage; 0% vehicle, 100% cell-free pure enzyme wells. activation, % at 5.96 µM. 340,000 tested, 0.073% active. AID 493087, 2011;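 active = activation above the mean of all tested compounds plus 3 SD, set per screening campaign, cut at about 17% in these data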
NALP1 yeast inh: NALP1 inflammasome inhibitors in reconstituted yeast, colorimetric, S. cerevisiae, triplicate retest; S. cerevisiae NALP1/ASC/caspase-1 growth, X-gal OD620, 72 h; inhibition, % at 10 µM; 280,000 tested, 0.61% active; in the data active = inhibition mostly above about 24%, no sharp cut-off; inactive = mostly below about 32%; also: some compounds called inactive have numbers as strong as hits
Active calls of the source: *; . = not tested or not shown.

SMILES	M18AAP inhibitor	NALP1 yeast inh	GPR7 antag	IMP-1 inhibitor	VIM-2 inhibitor	IDE cell activ	p-CIP stab down	PHOSPHO1 inh	IDE cell inh
CC(=O)N1CN(S(=O)(=O)c2ccc(C)cc2)CC1C (stereo unspecified)	-12	-2	-9	-5.0	-3.7	4	-1	15	-2
S=c1[nH]nc(-c2cccc(Cl)c2)n1/N=C/c1ccc(-c2ccccc2Br)o1	3	-8	-9	-1.5	-3.5	0	0	3	-5
O=C(CSc1nc2ccccc2c(=O)n1CCCO)N1CCc2ccccc21	4	-6	-7	-2.5	0.2	-2	-13	-16	1
Cc1ccccc1-n1ccnc1SCC(=O)NC1CCCC1	-3	-1	-4	-4.6	-1.7	-3	-5	24	1
CN(C)C(=O)CN1C(=O)NC(c2ccccc2)(c2ccccc2)C1=O	-1	20	4	-1.5	-0.7	4	2	-4	10
CSC1=NCCN1C(=O)C12CC3CC(CC(C3)C1)C2	3	19	6	-2.6	0.8	-6	-6	27	0
COc1ccc(Cl)cc1C(=O)NCCCSc1ccccc1	-4	18	11	-1.2	-0.2	-1	-1	16	5
O=C(c1ccco1)N1CCN(C(=O)C2CCN(S(=O)(=O)c3cccs3)CC2)CC1	-1	3	-8	-1.8	0.7	3	-10	25	-3

Sorted by SMILES length (ascending): part of the list above.
SMILES	M18AAP inhibitor	NALP1 yeast inh	GPR7 antag	IMP-1 inhibitor	VIM-2 inhibitor	IDE cell activ	p-CIP stab down	PHOSPHO1 inh	IDE cell inh
CSC1=NCCN1C(=O)C12CC3CC(CC(C3)C1)C2	3	19	6	-2.6	0.8	-6	-6	27	0
S=c1[nH]nc(-c2cccc(Cl)c2)n1/N=C/c1ccc(-c2ccccc2Br)o1	3	-8	-9	-1.5	-3.5	0	0	3	-5
O=C(c1ccco1)N1CCN(C(=O)C2CCN(S(=O)(=O)c3cccs3)CC2)CC1	-1	3	-8	-1.8	0.7	3	-10	25	-3

Carrying on.
SMILES	M18AAP inhibitor	NALP1 yeast inh	GPR7 antag	IMP-1 inhibitor	VIM-2 inhibitor	IDE cell activ	p-CIP stab down	PHOSPHO1 inh	IDE cell inh
CCOC(=O)c1nn(-c2ccc(OC)cc2)c(=O)c2c(N)scc12	4	24	-11	-3.9	1.2	0	1	22	2
Nc1ccc2nc(SCc3ccccc3F)sc2c1	3	.	-10	-3.8	-2.7	0	-8	-16	9
CC(C)c1ccc(OCC(=O)Nc2ccc(S(=O)(=O)Nc3ccccn3)cc2)cc1	4	2	-2	-2.1	-2.8	0	-6	-1	2
Cc1ccc(C(=O)Nc2cccnc2)cc1S(=O)(=O)N1CCCCC1	2	0	0	-4.4	-2.9	10	-8	27	9
O=C(CCC(=O)NNC(=O)COc1ccc(Br)cc1Br)NCc1ccccc1	-2	-2	-11	-0.4	-2.6	.	-19	32	1
CCNc1nc(Nc2ccc(C)c(Cl)c2)c2cnn(C)c2n1	-3	18	-11	-0.7	4.2	1	4	45	2
CCOC(=O)c1ccc2c(c1)NC(=O)C(N1CCN(c3ccc(OC)cc3)CC1)S2 (stereo unspecified)	-2	30	0	-1.2	0.8	12	1	-1	-5
NS(=O)(=O)c1ccc(CNC(=O)/C=C/c2ccc(Cl)c(Cl)c2)cc1	-3	17	6	-1.4	-1.2	1	-3	4	-3
COc1ccc(NC(C)C(=O)N2CCN(Cc3ccccc3)CC2)cc1 (stereo unspecified)	0	14	-2	-1.7	-3.5	4	-9	17	0
CNS(=O)(=O)c1cc(-c2nnc(Nc3ccc(CC(N)=O)cc3)c3ccccc23)ccc1C	-8	9	-10	-2.3	0.2	1	-4	29	0
CCc1ccc(N2CC34C=CC(O3)C(C(=O)OC(C)C)C4C2=O)cc1 (stereo unspecified)	-13	-3	-11	3.9	-0.3	1	2	-12	2
CC(C)Oc1cccc(C(=O)C2CCCN(Cc3cnc(N4CCCC4)s3)C2)c1 (stereo unspecified)	3	0	-2	-3.2	-2.0	4	-9	37	0
OCCNc1nc(N2CCN(Cc3ccccc3)CC2)nc2ccccc12	2	0	-12	-2.7	1.1	4	2	21	-4
COc1cccc(C(=O)Nc2cc(OC)ccc2NC(=O)c2ccco2)c1	-1	8	-7	-2.6	-0.5	0	-1	23	0
O=C(COC(=O)c1cn(-c2ccccc2)nc1-c1cccnc1)NC1CC1	3	1	-8	-2.4	-1.7	1	0	-29	5
O=c1oc2ccccc2n1CCc1ccccc1	6	33	-3	-3.0	-2.8	3	-2	4	2
CC1CN=C(N(C(=O)Nc2ccccc2)c2ccc(S(=O)(=O)N3CCOCC3)cc2)S1 (stereo unspecified)	-14	26	5	-2.1	-4.5	-1	-1	-10	-1
Cc1ccc(Nc2ncnc3sc(C)c(C)c23)cc1	-7	5	-2	3.4	0.9	-5	2	-20	2
CCOC(=O)N1CCN(CCC(=O)c2ccc(Cl)cc2)CC1	6	9	-6	-5.1	-3.7	1	-4	21	11
CN(C(=O)CN1C(=O)/C(=C/c2ccc(Cl)cc2)SC1=S)C1CCS(=O)(=O)C1 (stereo unspecified)	-1	-42	-23	-0.5	-1.0	0	2	37	8
Cc1ccc(S(=O)(=O)N2CCOCC2)c(C)c1-n1cnnn1	3	18	-11	1.6	-4.5	2	-12	-35	4
O=C(Nc1ccc(Cl)c(Cl)c1)C1C2C=CC3(O2)C1C(=O)N(CCN1CCCCC1)C3C(=O)NC1CCCCC1 (stereo unspecified)	3	10	11	-3.2	-6.0	0	3	28	0
Nc1nc(CSC(=S)N2CCOCC2)nc(Nc2ccc(F)cc2)n1	-7	8	-2	-0.6	0.5	-2	1	-15	0
Oc1ccc(/C=N/n2c3ccccc3c3ccccc32)cc1	6	-4	1	-2.0	-2.8	-5	4	5	3
O=C(NC(=O)c1c(Cl)cccc1Cl)Nc1ccc(Oc2cccnc2)nc1	2	5	-10	-2.0	-0.7	.	-5	2	2
O=C(NCc1ccc(F)cc1)c1ccc(CS(=O)(=O)Cc2ccc(F)cc2)o1	10	-6	20	-3.2	-5.0	-2	-10	26	3
COc1ccc(NS(=O)(=O)c2cccc(-c3nnc4n3CCCCC4)c2)cc1	9	5	6	-3.8	-2.3	-1	17	20	1
O=c1c(Cl)c(N2CCN(S(=O)(=O)c3ccccc3)CC2)cnn1-c1ccccc1	-6	-4	-9	1.9	-0.7	-5	4	8	-5
CCOc1cc(N2CCOCC2)c(OCC)cc1NC(=O)CCC1CCCC1	3	24	0	-2.9	-2.1	2	5	11	-3
CCC(c1nnnn1Cc1ccc(F)cc1)N1CCN(C)CC1 (stereo unspecified)	1	2	-4	-2.2	-1.2	-3	-4	-8	-2
Cc1cc(Cl)ccc1OCCCC(=O)OCC(=O)c1c(N)n(C)c(=O)n(C)c1=O	-1	0	-20	-3.4	-2.8	-3	-11	2	5
CN1CCN(C(=O)c2ccc3c(=O)n(CCc4ccccc4)c(=S)[nH]c3c2)CC1	6	.	-2	-3.3	-4.3	1	.	.	-4
CCOc1ccc(-c2nc(-c3cccnc3)no2)cc1	-2	8	1	-3.5	-1.8	3	-13	-13	7
CC1CCCC(C)N1CC(O)COCC1COc2ccccc2O1 (stereo unspecified)	3	16	-12	-1.6	-1.2	6	-8	47	1
Cc1cccc(N(C(=O)CCC(=O)Nc2ccccn2)C(C(=O)NC(C)C)c2ccc(F)cc2)c1 (stereo unspecified)	3	18	-2	-0.6	-3.4	-3	-25	39	4
Cc1ccc([C@@H]2[C@@H]3C(=O)N(C)C(=O)[C@@H]3[C@]3(Cc4ccccc4)C(=O)N(Cc4ccccn4)CC(=O)N23)o1	4	0	-5	-2.5	-2.2	3	-2	4	-2
CN(Cc1ccccc1)S(=O)(=O)c1ccc(Cl)c(C(=O)NCc2ccc3c(c2)OCO3)c1	-9	23	-9	-1.1	0.1	2	0	-1	0
O=C1Nc2ccccc2/C1=N\c1sc2c(c1C(=O)Nc1ccccc1)CCCC2	18	5	-7	-1.0	-3.9	-7	-3	-11	2
CCN1C(=O)c2ccccc2Sc2ccc(C(=O)NC(C)C)cc21	1	12	-8	-1.6	-1.4	7	6	24	-6
COc1ccc(NC(=S)NNC(=O)Cn2nc(C(F)F)cc2C(F)F)cc1	18	19	1	-3.1	-2.5	-5	2	0	-2
Cc1cccc(OC(=O)c2ccc3nccnc3c2)c1	6	8	-1	-4.3	-2.4	1	4	8	4
COc1ccc(CCC(=O)NNC(=O)c2cc(Cl)ccc2OC)cc1OC	5	-14	-12	-3.4	-3.6	-1	2	40	-10
O=C(c1cn(-c2ccccc2)nc1-c1cccs1)N1CCN(c2ccccc2)CC1	2	.	5	-4.4	-4.1	7	2	1	-2
CCOC(=O)Nc1ccc2c(c1)N(C(=O)CN(C)C)c1ccccc1CC2	-1	5	-10	-4.3	-3.7	-2	-6	20	4
CCc1c(C)nc2c(-c3ccccc3)c[nH]n2c1=O	10	-2	-14	-6.0	-3.6	-3	-3	.	-1
Cc1ccc(-c2csc3nc(C(C)C)oc(=O)c23)c(C)c1	-11	5	13	-2.2	-0.4	8	-4	6	1
O=C1OCC2=C1C(c1ccc(F)cc1)c1cc3c(cc1N2)OCO3 (stereo unspecified)	-13	-7	19*	-3.6	-0.1	-6	0	28	.
COc1cccc(OC)c1C(=O)Nc1cc(C)on1	4	-16	-12	-3.3	-2.6	5	-14	29	0
COc1ccc(Cl)cc1C(=O)NCc1ccco1	-10	.	5	1.1	-0.2	2	-4	18	8
OC1(Cc2ccn[nH]2)CCCCC1	11	10	1	-2.4	-4.0	.	-15	11	8
Cc1[nH]c(C)c(S(=O)(=O)NCc2ccco2)c1C(=O)N1CCCCC1	7	10	-9	-2.8	-1.4	0	-11	26	-5
CN(C)C=Nc1ncc2c([nH]c3ccccc32)c1C#N	11	22	-13	-1.6	0.1	9	10	2	-3
CCc1c(C(=O)OCc2ccccc2)[nH]c(C)c1C	-9	17	-23	-1.4	-0.1	8	-8	39	3
Cc1cccn2c(=O)c3cc(C(=O)NC4CCCC4)c(=N)n(CC4CCCO4)c3nc12 (stereo unspecified)	5	4	-4	-4.1	-0.8	-1	3	10	6
CC(C)CC(=O)c1c[nH]c(C(=O)NCCCn2ccnc2)c1	3	21	2	-1.5	-2.2	1	-5	3	4
CC(=O)N=C(N)Sc1nc2ccccc2[nH]1	11	-21	-13	-2.5	-3.5	3	-3	25	-5
CCn1nc(NS(=O)(=O)c2ccc(NC(C)=O)cc2)c2cc3ccc(C)cc3nc21	-7	23	6	-2.1	-1.9	-2	-4	15	2
COc1ccc(C2/C=C\CN(C(=O)c3ccc(C)cc3)CC(=O)N2Cc2ccc(F)cc2)cc1 (stereo unspecified)	.	2	.	.	.	2	-7	-18	1
c1ccc(-c2nnc3ccc(N4CCC5(CC4)OCCO5)nn23)cc1	-4	-3	-13	-1.8	8.7*	4	-19	5	6
